# 697 NFkB inh – inhibitors of the PMA/ionomycin-induced NF-kB reporter in 697 B cells; 697 B-cell NF-kB luciferase reporter, 16 h; inhibition, % at 4 µM; 0.33% of 330,000 active; AID 435022; in the data active means inhibition above about 35%
# CCR6 antagonist – antagonists of human CCR6 receptor; P51684; 0.49% of 340,000 active; CHO-K1 CCR6 PathHunter beta-arrestin, luminescence, CCL20-stimulated; inhibition, % at 20 µM; AID 493098;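 active means compounds whose inhibition of the agonist-driven luminescence signal at 20 µM reaches about 50%, limit read from the data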;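 further: cells stimulated with CCL20 at 14 nM final; plate controls were DMSO with CCL20 for no effect and DMSO without agonist for full effect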
# Gli-Sufu antag – Gli-Sufu pathway antagonism; inhibition, % at 5 µM; AID 588413; 0.74% of 340,000 active; Sufu-KO-LIGHT fibroblasts, Gli luciferase reporter luminescence;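 active means inhibition above about 55%, limit read from the data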;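 further: 0% = DMSO-treated cells and 100% = wells with medium but no cells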
# EBI2 block – blocks human EBI2 receptor beta-arrestin signaling; P32249; EBI2 beta-arrestin recruitment, luminescence, 7a,25-OHC stimulated; inhibition, % at 5 µM; 0.81% of 360,000 active; AID 651636; in the data active means inhibition above about 38%;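 further: enzyme fragment complementation signal reports receptor beta-arrestin coupling in cells; 0% = agonist plus DMSO wells and 100% = wells without agonist; some results beyond the cut were filed as inactive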
# Target sequence (P32249 whole entry, looked up, the tested form may be a part): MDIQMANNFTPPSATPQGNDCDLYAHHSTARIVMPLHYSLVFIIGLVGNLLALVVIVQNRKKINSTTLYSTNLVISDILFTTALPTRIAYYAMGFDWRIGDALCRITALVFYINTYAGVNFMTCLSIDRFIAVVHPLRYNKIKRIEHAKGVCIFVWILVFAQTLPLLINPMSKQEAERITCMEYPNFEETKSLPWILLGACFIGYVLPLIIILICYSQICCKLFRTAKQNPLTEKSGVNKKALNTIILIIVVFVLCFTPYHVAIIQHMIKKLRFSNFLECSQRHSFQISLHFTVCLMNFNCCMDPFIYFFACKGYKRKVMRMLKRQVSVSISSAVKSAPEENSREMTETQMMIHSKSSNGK
# SENP8 block – inhibitors of human SENP8 protease; 1.2% of 330,000 active; inhibition, % at 10 µM; AID 2540; purified SENP8, Z-RLRGG-aminoluciferin cleavage, luminescence
# Target sequence (Q96LD8 whole entry, looked up): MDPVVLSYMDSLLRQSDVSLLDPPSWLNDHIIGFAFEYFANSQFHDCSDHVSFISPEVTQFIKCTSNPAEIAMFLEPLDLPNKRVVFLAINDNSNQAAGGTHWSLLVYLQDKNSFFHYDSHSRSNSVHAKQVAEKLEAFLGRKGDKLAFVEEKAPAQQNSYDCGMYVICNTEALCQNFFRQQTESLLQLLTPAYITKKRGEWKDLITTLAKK
# Jurkat NFkB inh – lowers PMA/ionomycin-induced NF-kB signal in Jurkat cells. PMA/ionomycin-induced NF-kB luciferase reporter, luminescence. inhibition, % at 4 µM. 0.53% of 330,000 active. AID 435003
# Apaf-1 inh – blocks human Apaf-1 apoptosome activity | O14727 | reconstituted apoptosome caspase-3 activity, DEVD-Rh110 fluorescence | inhibition, % at 20 µM | 0.71% of 330,000 active; active means inhibition of at least 40% at 20 µM;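 further: plate controls were DMSO wells for no effect and DEVD-CHO caspase inhibitor wells for full effect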
#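 Material: reconstituted apoptosome with Apaf-1, cytochrome c, caspase-9, procaspase-3, dATP. Technique: Rh110 fluorescence intensity. Buffer or medium: pH 7.5 Hepes buffer with CHAPS, BSA, DTT. Times: 30 min plus 50 min, RT.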
# UBC13 polyUb – blocks human UBC13 polyubiquitin chain formation | P61088 | TR-FRET | inhibition, % at 20 µM | 0.47% of 330,000 active; in the data active means inhibition above about 45%, passing the limit was not always enough
# Target sequence (P61088 whole entry, looked up): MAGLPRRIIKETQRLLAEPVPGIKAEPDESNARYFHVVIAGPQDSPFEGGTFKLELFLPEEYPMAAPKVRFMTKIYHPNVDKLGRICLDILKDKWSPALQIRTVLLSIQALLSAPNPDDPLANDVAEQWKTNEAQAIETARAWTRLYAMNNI
# * = called active by the depositor; x = no result given. Unless noted, no stated cut-off is given here; in the data, active means inhibition above about 50%; inactive means the rest. This is a subset, so the mix of outcomes need not match the whole.
SMILES	697 NFkB inh	CCR6 antagonist	Gli-Sufu antag	EBI2 block	SENP8 block	Jurkat NFkB inh	Apaf-1 inh	UBC13 polyUb
COc1ccc(CC(=O)N/N=C(\C)CC(=O)Nc2ccc(N(C)C)cc2)cc1OC	-1	-3	-3	-7	-6	-13	-6	-10
CN(Cc1ccccc1)C(=O)c1nc2ccccn2c1CN1CCC(N2CCOCC2)CC1	9	8	6	5	8	1	-7	0
COc1ccc(CNC(=O)COC(=O)c2n[nH]c3ccccc23)cc1	1	-14	-2	-2	-11	4	-1	0
CCOc1ccc(OCCC(=O)N2CCN(S(=O)(=O)c3ccc(OCC)cc3)CC2)cc1	-20	12	11	0	3	7	5	4
O=C1NC2=C(C(=O)CCC2)C(c2ccc([N+](=O)[O-])cc2)N1 (stereo not given)	13	6	-31	3	4	3	-5	2
COc1cc(C(O)P(=O)(OCC(C)C)c2ccc(N(C)C)cc2)cc(OC)c1OC (stereo not given)	5	8	3	-5	0	2	-10	5
COc1ccc(COc2cccnc2N)cc1	-26	-7	-21	-13	-19	-21	-5	1
CN(C(=O)c1ccco1)c1nc2c(s1)CCCC2	-188	8	-86	10	85*	-93	4	3
O=C(CSc1cccc[n+]1[O-])N1CCCc2ccccc21	11	-4	1	2	-5	8	-13	6
FC(F)(F)c1ccc(CN2C[C@@H]3C(c4ccc(Cl)nc4)C4(c5ccccc5)CC3(C4)[C@H]2c2ccccc2)cc1 (stereo not given in full)	-6	4	5	-9	-9	11	22	-22
COc1ccc2[nH]cc(C(=O)CN3CCCC(C)C3)c2c1 (stereo not given)	15	-9	-4	2	-1	0	-4	9
N/C(=N\OC(=O)CCCOc1ccc(Cl)cc1Cl)c1ccncc1	9	-3	-9	1	-6	-7	1	7
Clc1ccc2nc(C3CCN(Cc4ccccc4)CC3)[nH]c2c1	5	9	7	3	4	-2	-2	2
O=C1/C(=C\c2ccc(-c3ccccc3Cl)o2)SC(=S)N1CC1CCCO1 (stereo not given)	4	16	-2	31	-18	-9	5	-99
O=C(CNS(=O)(=O)c1ccccc1)NNC(=O)C(Cl)Cl	15	-14	1	-9	3	-12	-5	4
Cc1ccc(CSC2=NCCN2C(=O)C(C)Oc2ccccc2)cc1 (stereo not given)	14	6	47	-1	-2	17	5	1
COc1cc(/C=N/c2oc(-c3ccccc3)cc2C#N)ccc1O	-32	16	-21	11	-7	3	9	-84
O=C(Cc1ccc(F)cc1)N[C@@H]1c2ccccc2CC[C@@H]1OCc1ccccc1	10	20	8	8	x	x	13	x
Cc1cc(C)nc(SC2CCCCC2O)n1 (stereo not given)	-11	4	3	3	-12	-4	-9	-5
Cc1ccc2[nH]c(=O)c(CN(CCCN3CCOCC3)Cc3nnnn3C3CCCC3)cc2c1	7	6	-1	1	6	-7	-8	4
C=C(C)CC1(NC(C)c2ccccc2)CCCCC1 (stereo not given)	9	16	37	3	7	12	-12	6
CCOC(=O)C1=C(CSc2nc(-c3ccncc3)ccc2C#N)OC(N)=C(C#N)C1c1ccc(OC)cc1 (stereo not given)	10	7	-2	-5	-5	6	13	-11
COc1ccc(C(CC(=O)c2ccc(C)cc2)Nc2ccc([N+](=O)[O-])cc2)cc1 (stereo not given)	3	37	-13	25	-4	-5	10	-2
COc1ccccc1NC(=O)/C(=N/OCc1ccc(C#N)cc1)C(C)=O	-18	1	4	3	-1	-14	14	6
COCCN(CC(=O)NCc1ccccc1)C(=O)CCC(=O)Nc1ccccn1	9	0	2	-18	-3	-10	-3	-3
COc1ccccc1N(CC(=O)NCC(C)C)S(=O)(=O)c1cccs1	2	-9	6	-12	-10	15	-12	4
CCCc1cc(=O)[nH]c(SCc2csc(-c3ccccc3)n2)n1	-12	1	4	-13	-7	-1	6	7
Cc1ccccc1-n1cc(-c2ccc(Br)cc2)nc1SCC(N)=O	-4	9	10	8	3	17	5	3
O=C(CN(C(=O)c1csnn1)c1ccccc1Cl)NC1CCCCC1	15	7	-20	-2	-3	7	-9	8
CC(C)CC(=O)NC(c1cccs1)c1ccc2cccnc2c1O (stereo not given)	-22	9	72*	20	4	29	2	-18
CC1=NN(C(=O)Cn2ccc([N+](=O)[O-])n2)C(O)(C(F)(F)F)C1 (stereo not given)	-9	-19	-7	-5	-12	1	6	-11
CC(=O)NCCc1c(C)n(Cc2ccccc2)c2ccccc12	-67	9	-19	10	-5	-43	0	-7
Cn1cc(CNC(=O)c2cc(-c3ccccc3)nc3ccc(Br)cc23)cn1	0	-6	4	4	0	0	-15	-17
CCn1ncc(/C=N/O)c1C	-18	-1	7	1	3	9	-7	-4
COc1ccc2c(c1)OC[C@H]1[C@H]2N2C(=O)c3cc(C)ccc3NC(=O)[C@@]2(C)[C@H]1c1ccccc1	7	0	8	-6	8	1	24	-3
CCCCN(CC)C(=O)c1cc2cc3ccc(OC)cc3nc2o1	-78	8	-67	17	4	-66	22	10
CC1Cc2ccccc2N1Cc1nc2cc(C(F)(F)F)ccc2c(=O)[nH]1 (stereo not given)	-6	-13	-3	-4	-12	19	11	-21
COc1ccc(C(=O)NCc2nnc(SCC(=O)N3CCCC3)o2)cc1OC	-7	13	0	-5	-10	-12	-6	-6
COc1ccc(-n2c(SCC(=O)N3CCOCC3)nnc2C(C)N2CCCCC2)cc1 (stereo not given)	-19	14	6	x	3	-2	1	-2
Cn1c(=O)c(C(=O)Nc2ncccn2)c(O)c2ccccc21	-45	-5	-22	4	-16	-25	2	-3
Cc1cc(N(CC(=O)NC(C)C)S(C)(=O)=O)ccc1Br	-9	3	-3	3	-4	11	1	-6
CC(C)N1CCN(Cc2ccc3c(c2)Cc2ccccc2-3)CC1CCO (stereo not given)	11	20	16	7	-12	-7	8	3
Cc1cc(N2CCN(C)CC2)nc2ccc(NC(=O)CCC(=O)N3CCN(c4ccc([N+](=O)[O-])cc4)CC3)cc12	-16	27	32	5	9	18	9	-15
CCOC(=O)N1CCC(NC(=O)CC(NS(=O)(=O)c2ccc(C)cc2)c2ccco2)CC1 (stereo not given)	-10	30	-3	-3	-7	-4	4	-17
COc1ccc(-c2cn3c(C)c(C(=O)Nc4ccncc4)sc3n2)cc1	-44	3	13	12	-15	-4	5	10
CCOC(=O)C(C)n1cnc2scc(-c3ccc(C)c(C)c3)c2c1=O (stereo not given)	-29	23	9	4	-5	-19	14	-8
Cc1cccc(CCNS(=O)(=O)c2ccc3c(c2)n(C)c(=O)c(=O)n3C)c1	-6	0	26	-11	-8	-4	1	-13
COc1ccc(/C=C/C(=O)Nc2ccccc2C)cc1S(=O)(=O)N1CCOCC1	-85	10	-13	-4	-3	-4	9	-8
Cc1c(C(=O)Nc2ccc3oc(-c4cccnc4)nc3c2)oc2ccccc12	3	-9	24	-10	3	19	2	13
O=C(CSCCO)Nc1cccc2ccccc12	18	-2	3	4	-7	2	-3	6

# Next section.
SMILES	697 NFkB inh	CCR6 antagonist	Gli-Sufu antag	EBI2 block	SENP8 block	Jurkat NFkB inh	Apaf-1 inh	UBC13 polyUb
O=C(OCc1nnc(-c2ccccc2)o1)c1cccc(S(=O)(=O)N2CCOCC2)c1	-3	1	-6	-10	-2	-1	-3	-1
CCc1ccc(N2CC(O)=C(c3nc4ccccc4c(=O)[nH]3)C2=N)cc1	16	19	-13	-6	0	3	9	8
CCOc1ccc2nc(N3CCC(C(=O)NC4CCCCC4)CC3)sc2c1	-141	8	17	-1	12	-5	17	3
Cc1cc(C)c2c(CC(=O)NC3CCS(=O)(=O)C3)coc2c1 (stereo not given)	6	-2	26	1	9	5	-5	-9
O=C(c1ccccc1)N1CCN(CC(O)COC2CCCCC2)CC1 (stereo not given)	2	9	4	-14	-4	-6	-2	8
COc1ccc(S(=O)(=O)NNC(=S)NCCc2ccccc2)c(OC)c1	3	0	-6	-4	5	3	2	-7
Cc1ccc(NC(=O)CSc2nnc(COc3ccc(C#N)cc3)n2-c2ccccc2)cc1C	23	11	4	17	-5	0	24	9
CCCCCN(C(=O)CCC(=O)OCC(=O)N1CCCCC1C)c1c(N)n(CCCC)c(=O)[nH]c1=O (stereo not given)	-16	7	0	-1	-4	-4	9	-8
CN(CCc1ccccc1)C(=O)c1ccc(NC(=O)Cc2cccc([N+](=O)[O-])c2)cc1	18	17	-1	-5	-16	23	22	2
NCCOc1cnn(-c2ccccc2Cl)c(=O)c1Cl	20	14	0	-2	-13	-1	4	-14
O=C(NC(=O)N1CCCC1)c1csnn1	1	4	0	-3	3	4	-10	-3
CCC(=O)C1=C(O)C(c2cccc(Oc3ccccc3)c2)CCC1=O (stereo not given)	-8	2	-4	-5	-3	-8	-4	1
COC(=O)C1=C(C(=O)OC)[C@@H]2N(C)c3ccc(OC)cc3[C@@]23C[C@@H](C(=O)OC)N(C(=O)NC2CCCCC2)C3=N1	9	4	-10	0	1	-2	6	-2
CC1CN(C(=O)/C(=C/c2ccco2)NC(=O)c2ccccc2)CC(C)O1 (stereo not given)	9	-6	1	2	8	7	-4	2
O=C(Nc1ccc(F)cc1F)c1ccc(S(=O)(=O)N2CCCCC2)cc1	-12	16	-6	11	-2	-10	21	-7
Cc1ccc(C2=NOC(C)(c3nnc(Cc4ccccc4)o3)C2)cc1 (stereo not given)	3	8	11	-5	11	-2	0	1
CC1CCCC(NC(=O)CN2CCN(S(=O)(=O)c3ccc(Br)s3)CC2)C1C (stereo not given)	5	13	6	12	-6	1	25	-3
COCc1cc(/C=N\NC(=O)Cc2ccc(OC)cc2)ccc1OC	6	-1	0	-9	-6	5	5	5
COc1ccc(CN2CCN(C(C)C)C(CCO)C2)cc1Cn1cccn1 (stereo not given)	-3	6	-3	3	0	-3	-6	4
N=c1oc2cc(O)ccc2cc1C(=O)Nc1ccc(Br)cc1	-132	-52	-83	10	77*	-71	-14	4
C/C(=N\NC(=O)C(N)=O)c1ccc(O)cc1O	14	9	-18	-8	11	17	-17	5
CCOC(=O)C1CCN(CC(=O)N2CCc3ccccc32)CC1	1	7	4	-7	3	4	1	6
O=C(CC12CC3CC(CC(C3)C1)C2)N1CCOCC1	13	-6	2	-14	-7	-14	2	2
COc1ccc(CC(=O)NC(C)c2nnc(SCC(=O)Nc3ccccc3)n2C)cc1 (stereo not given)	13	4	7	-10	8	7	-12	-3
Cc1ccccc1NC(=O)C1C2/C=C\CCCCC21 (stereo not given)	-7	6	26	1	1	-21	0	8

# Quoted from the listing:
# O=C(CC12CC3CC(CC(C3)C1)C2)N1CCOCC1 in SENP8 block is entered as -7
# COc1ccc(CC(=O)NC(C)c2nnc(SCC(=O)Nc3ccccc3)n2C)cc1 (stereo not given) in 697 NFkB inh is entered as 13

# Five records picked at random from those above:
SMILES	697 NFkB inh	CCR6 antagonist	Gli-Sufu antag	EBI2 block	SENP8 block	Jurkat NFkB inh	Apaf-1 inh	UBC13 polyUb
O=C(NC(=O)N1CCCC1)c1csnn1	1	4	0	-3	3	4	-10	-3
Cc1ccc(C2=NOC(C)(c3nnc(Cc4ccccc4)o3)C2)cc1 (stereo not given)	3	8	11	-5	11	-2	0	1
COCc1cc(/C=N\NC(=O)Cc2ccc(OC)cc2)ccc1OC	6	-1	0	-9	-6	5	5	5
CN(CCc1ccccc1)C(=O)c1ccc(NC(=O)Cc2cccc([N+](=O)[O-])c2)cc1	18	17	-1	-5	-16	23	22	2
Cc1cc(C)c2c(CC(=O)NC3CCS(=O)(=O)C3)coc2c1 (stereo not given)	6	-2	26	1	9	5	-5	-9

# Next section.
SMILES	697 NFkB inh	CCR6 antagonist	Gli-Sufu antag	EBI2 block	SENP8 block	Jurkat NFkB inh	Apaf-1 inh	UBC13 polyUb
CCOCCCNC(=O)CCn1ccc2cc(S(=O)(=O)N3CCCC3)ccc21	-19	12	x	8	-10	5	6	-5
S=C(Nc1ccc(Oc2ccccc2)cc1)NC1CCCC1	15	22	-5	-35	-1	10	4	3
Cc1cccc(C(=O)NNC(=O)C(=O)NC(C)(C)C)c1	0	-19	-2	-6	-2	-4	10	5
N#Cc1ccccc1NC(=O)c1ccccc1OCC(=O)Nc1ccc2c(c1)oc1ccccc12	16	1	-1	10	-2	13	-18	-14

# Source: PubChem (Sanford-Burnham Center for Chemical Genomics)
